SENP8 block-1: SENP8 protease inhibition | Q96LD8 | purified SENP8, Z-RLRGG-aminoluciferin cleavage, luminescence | inhibition, % at 10 µM | 330,000 tested, 1.2% active | AID 2540; in the data active = inhibition above about 50%
HKDC1 inhibitor: inhibitors of human hexokinase HKDC1. Q2TB90. recombinant HKDC1, G6PDH/diaphorase resazurin coupled fluorescence. inhibition, % at 20 µM. 340,000 tested, 0.16% active. AID 493160;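 active = inhibition above about 35% when tested at 20 µM, limit read from the data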;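 also: plate controls were DMSO wells with enzyme for no effect and DMSO wells lacking enzyme for full effect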
Target sequence (Q2TB90 whole entry, looked up): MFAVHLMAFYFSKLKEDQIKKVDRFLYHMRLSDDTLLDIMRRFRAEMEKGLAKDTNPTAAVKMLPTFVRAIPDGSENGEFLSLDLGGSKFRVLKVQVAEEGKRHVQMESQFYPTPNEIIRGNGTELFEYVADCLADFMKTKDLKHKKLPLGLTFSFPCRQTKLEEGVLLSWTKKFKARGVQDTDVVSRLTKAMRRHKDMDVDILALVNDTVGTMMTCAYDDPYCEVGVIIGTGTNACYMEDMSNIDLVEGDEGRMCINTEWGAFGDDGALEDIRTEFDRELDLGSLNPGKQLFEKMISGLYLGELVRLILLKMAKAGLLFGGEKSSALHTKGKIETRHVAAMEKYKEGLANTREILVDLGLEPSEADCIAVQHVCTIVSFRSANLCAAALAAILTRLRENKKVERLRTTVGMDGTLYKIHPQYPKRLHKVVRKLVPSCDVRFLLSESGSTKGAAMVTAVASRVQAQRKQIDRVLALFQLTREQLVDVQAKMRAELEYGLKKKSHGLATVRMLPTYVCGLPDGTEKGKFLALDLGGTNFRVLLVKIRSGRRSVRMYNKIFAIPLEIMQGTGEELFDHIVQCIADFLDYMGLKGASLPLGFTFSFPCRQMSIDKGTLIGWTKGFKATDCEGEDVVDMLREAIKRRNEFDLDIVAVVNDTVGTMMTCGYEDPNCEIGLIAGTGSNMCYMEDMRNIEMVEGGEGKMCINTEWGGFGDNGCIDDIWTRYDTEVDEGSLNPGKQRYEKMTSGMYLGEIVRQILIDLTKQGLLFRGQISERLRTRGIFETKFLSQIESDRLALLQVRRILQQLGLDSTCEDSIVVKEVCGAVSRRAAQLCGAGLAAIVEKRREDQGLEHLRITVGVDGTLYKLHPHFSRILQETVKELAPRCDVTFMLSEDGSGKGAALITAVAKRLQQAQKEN
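System: Recombinant HKDC1 hexokinase | Amount: HKDC1 at 5 µg/mL | Reagent: Glucose with 1 mM ATP | Doses: Single 20 µM dose | Incubation: Reaction time 90 min, room temperature, protected from light | Signal: Coupled resazurin fluorescence, excitation 525 nm, emission 613 nm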
PfGluPho inh: PfG6PD (Plasmodium falciparum) enzyme inhibition. PfGluPho enzyme, NADPH resazurin-diaphorase fluorescence. inhibition, % at 20 µM. 350,000 tested, 0.78% active;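 active = inhibition reaching at least a set limit at 20 µM in the primary screen, cut at about 59% in these data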;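 also: 0% = DMSO wells with substrate and 100% = DMSO wells lacking glucose-6-phosphate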
SENP6 inh: SENP6 protease inhibition; Q9GZR1; Recombinant SENP6 catalytic domain, aminoluciferin luminescence; inhibition, % at 10 µM; 330,000 tested, 1.8% active; AID 2599;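 active = inhibition above about 50% at the single tested dose, limit read from the data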;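 also: plate controls were DMSO wells with enzyme for no effect and DMSO wells lacking enzyme for full effect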
SENP8 block-2: blocks human SENP8 cleavage of Nedd8 substrate. Q96LD8. recombinant SENP8, Nedd8 substrate fluorescence. inhibition, % at 20 µM. 360,000 tested, 0.64% active. AID 602440; in the data active = inhibition mostly above about 40%, no sharp cut-off; inactive = mostly below about 27%
Apaf-1 inh: blocks human Apaf-1 apoptosome activity; inhibition, % at 20 µM; O14727; 330,000 tested, 0.71% active; reconstituted apoptosome caspase-3 activity, DEVD-Rh110 fluorescence; active = inhibition of at least 40% at 20 µM;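 also: plate controls were DMSO wells for no effect and DEVD-CHO caspase inhibitor wells for full effect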
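Material: biochemical Apaf-1 apoptosome reconstitution. Medium: Hepes buffer, pH 7.5. Also added: cytochrome c activation, bis-DEVD rhodamine 110 substrate. Timing: 30 min compound preincubation, 50 min activation, room temperature. Measured by: rhodamine 110 fluorescence at Ex 480/Em 540 nm.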
SENP7 block: inhibitors of human SENP7 protease; Q9BQF6; recombinant SENP7, Z-RLRGG-aminoluciferin luminescence, 40 min; inhibition, % at 5 µM; 330,000 tested, 1.5% active; AID 434973;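 active = inhibition above about 50% at the single test dose, limit read from the data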;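 also: plate controls were DMSO with enzyme for no effect and no enzyme buffer wells for full effect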
SENP1 FRET inh: blocks the human SENP1 SUMO protease catalytic domain; Q9P0U3; 360,000 tested, 0.21% active; AID 624204; inhibition, % at 10 µM; recombinant SENP1 catalytic domain, CyPet-SUMO1-YPet FRET cleavage;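 active = inhibition at least 30% at 10 µM, raw YFP signal under a set limit, fluorescence ratio 0.5 to 1.5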;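 also: 0% = enzyme with DMSO and 100% = no enzyme wells; some results filed as inactive read as strong as hits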
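Controls: no-enzyme wells low, DMSO-plus-enzyme wells high control. Test system: human recombinant His6-tagged SENP1 catalytic domain enzyme. Reagent: SFCypet-SUMO1-SFYpet FRET protein substrate, 25 nM final. Doses: one dose per compound, 10 µM, 0.5% DMSO. Detection: FRET, CFP and YFP emission. Timing: 50 min reaction at room temperature.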
NALP3 yeast inh: blocks the NALP3 inflammasome reconstituted in yeast. Yeast reconstituted NLRP3/ASC/caspase-1, beta-gal luminescence, 24 h. inhibition, % at 10 µM. 330,000 tested, 0.39% active;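 active = inhibition of 50% or more; inactive = inhibition below 50%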;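 also: plate controls were induced DMSO wells for no effect and uninduced yeast grown without galactose for full effect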
* hit, by the source's call; · = not tested or not shown; & = joins results of further samples. No enrichment for hits; 4.1% or so of the library scored in one or more.

Compound,SENP8 block-1,HKDC1 inhibitor,PfGluPho inh,SENP6 inh,SENP8 block-2,Apaf-1 inh,SENP7 block,SENP1 FRET inh,NALP3 yeast inh
C/C(CCc1ccccc1)=N\NC(=O)C1C2CCCCC21 (stereo not given),-12,-9,0,-16,8,4,-5,2,15
COc1ccccc1N1CCN(CCN(C(=O)C2CCCCC2)c2ccccn2)CC1,3,-2&-1,4&-2,-6,4&12,-1,15,-1&0,5
CCCCN(C(=O)CSc1nc(CCC)cc(=O)[nH]1)c1c(N)n(Cc2ccccc2)c(=O)[nH]c1=O,-20,0,-3,-24,10,13,-7,-4,11
OCC(CO)c1cnnc2ccccc12,·,-2,-15,·,7,·,·,1,·
Cc1nc(CCNC(=O)CC2C(=O)NCCN2Cc2ccoc2)nc2c1CCCC2 (stereo not given),-6,-1,14,14,6,-20,3,-4,2
COc1ccc(CNCCC(c2ccc(F)cc2)c2ccc(OC(C)C)cc2)cc1OC (stereo not given),-4,2,0,-5,24,7,-8,-1,29
O=C(Cn1ncc2c1-c1ccccc1OC2)N1CCN(Cc2ccccc2)CC1,-9,-5,5,8,4,1,-6,1,0
CCC/C(=N\NC(=O)c1ccc(CSc2nncn2C)cc1)c1ccccc1,-7,-10,9,5,-2,5,-5,-1,7
C[C@@]12CCC=C[C@H]1[C@H](c1ccc3ccccc3c1)N(Cc1ccccc1)C2=O,0,4,-6,-8,15,24,-15,-1,2
CN(Cc1ccccc1)C(=O)CSc1nc2ccccc2[nH]1,-3,-7,10,-5,5,6,12,6,18
CCOc1ccccc1CNC(=O)C1Cc2cc(S(=O)(=O)N3CCCCC3)ccc2N1C(C)=O (stereo not given),5,3,-9,-8,-59,6,3,-1,0
COc1ccc(Br)cc1CNC(=O)Cc1c(C(=O)O)[nH]c2ccc(Cl)cc12,2,11,-39,5,7,1,-4,1,6
COc1ccccc1-n1cnc2cc(NC(=O)c3ccco3)ccc21,3,2,-7,-8,8,-1,2,1,34
COc1ccc(S(=O)(=O)N2CCCC2C(=O)Nc2nc3c(s2)CCCC3)cc1 (stereo not given),-4,-2,7,12,15,7,-7,0,19
COc1cccc(-c2cc(C(=O)Nc3cnn(Cc4ccc(F)cc4)c3)no2)c1,-11,0,-13,16,4,-1,-12,2,20
Cc1noc(C)c1C(=O)OCC(=O)Nc1cccc(S(N)(=O)=O)c1,0,-12,-3,-3,3,-6,3,1,10
CC(=O)Nc1ccc(S(=O)(=O)N(C)CC(=O)OCC(=O)N2CCc3ccccc32)cc1,-2,-6,22,-7,26,-7,6,1,2
Cc1ccc(NC(=O)C2CCC(=O)N2C(=O)OCc2ccccc2)cc1 (stereo not given),-8,-5,1,-13,10,8,-2,1,-16
c1cc(-c2nsc(-c3ccncc3)n2)ccn1,1,-6,39,-26,36,-6,4,0,9
O=C(Nc1cc(S(=O)(=O)N2CCOCC2)ccc1N1CCOCC1)c1ccc(S(=O)(=O)N2CCCCC2)cc1,-3,-6,4,-15,6,5,-9,0,-7
COc1ccccc1C1C(C#N)=C(N)Oc2cc(C)n(CCCn3ccnc3)c(=O)c21 (stereo not given),-3,-1,42,4,0,9,-1,-9,-27
CC(=O)C(Sc1nnnn1-c1ccccc1)C(C)=O,-5,-3,-11,-6,-9,-13,0,-1,-3
O=C(CSc1nc(-c2ccc(F)cc2)cc(C(F)(F)F)n1)NCc1cccs1,·,-13,2,·,2,·,·,-1,·
Nc1c(C(=O)Nc2cccc(Cl)c2Cl)sc2nc(-c3cccnc3)ccc12,·,-5,23,·,-388,·,·,-30,·
COc1ccc(CC(=O)NCC(=O)Nc2ccccc2Br)cc1,-1,-2,2,-9,0,2,1,1,5
CC(NC(=O)C1CC12CCC2)c1ccccc1 (stereo not given),-6,-21,20,-15,8,-3,-8,1,14
CCCCNC(=O)c1ccccc1SCc1c(C)noc1C,-3,-6,-13,4,10,5,1,1,-15
COc1ccc(N2C(=O)C(CC(N)=O)N(NC(=O)c3cccc(OC)c3)C2=S)cc1 (stereo not given),0,-14,4,18,-10,2,6,1,17
COc1ccc2nc(-c3ccccc3)cc(C(=O)OCC(=O)NC3CC3)c2c1,-7,-4,10,-3,-466,6,-2,-112,1
CCn1c(SCC(=O)N2CCCCC2C)nnc1-c1ccc(S(=O)(=O)N2CCN(C)CC2)cc1 (stereo not given),1,-5,-7,2,0,-11,4,1,-2
CCN(CC)CC1(O)CCN(C(=O)c2ccc(Cl)c(Cl)c2)CC1,-5,16,-2,-21,7,6,-11,-2,10
Cc1ccc(CN2CC(C(=O)N3CC=C(c4ccccc4)CC3)CC2=O)cc1 (stereo not given),7,-2,4,3,16,20,2,0,21
CC(=O)c1ccc(S(=O)c2ccccc2)cc1 (stereo not given),4,12,-11,6,10,-8,10,2,0
Cc1cc(-n2c(SCCC#N)nnc2-c2cccnc2)ccc1Cl,4,-7,7,-2,-3,13,6,3,4
COc1ccc(/C=C2\SC(=O)N=C2N)cc1OC,-13,-6,6,-26,12,-12,-8,0,2
Cc1cc2ncc(C(=O)N=CN(C)C)cn2n1,-8,-2,-15,-8,-2,-17,-10,1,-12
O=C(O)COc1ccccc1/C=C1\SC(=Nc2ccc(F)cc2)N(c2ccc(F)cc2)C1=O,1,-9,-5,-4,20,6,-2,-1,8
Cc1cc(-n2c(=S)sc3c(=O)n(-c4ccc(F)cc4)c(SCC(=O)O)nc32)ccc1Cl,1,-1,24,-8,24,4,0,1,11
Cc1cc(C)c2c(-n3cccc3)c(C(=O)NNS(=O)(=O)c3ccc(F)cc3)sc2n1,-7,4,-4,-6,-10,11,-3,-1,1
Cc1nc2sc(C(c3ccc(Cl)cc3)N3CCN(c4ccccc4F)CC3)c(O)n2n1 (stereo not given),-8,0,0,-11,27,22,-6,2,-7
CN(C)Cc1c(C(=O)Nc2ccccc2)[nH]c2ccccc12,-4,-1,9,-2,-14,14,1,-1,18
Cc1cc(NC(=O)CSc2nc(-c3cccs3)nc3ccccc23)no1,-19,3,1,-9,-266,5,-5,-4,7
Nc1ncnc2c1ncn2-c1ccccc1Cl,·,-5,4,·,4,·,·,1,·
COc1ccc(N(CC(=O)Nc2ccccc2SC)S(C)(=O)=O)cc1OC,-4,3,0,3,11,3,1,1,8
COC(=O)c1ccc(NC(=S)NC(=O)c2c(Cl)cnn2C)cc1,-4,5,-15,-4,33,4,-2,2,18
Cc1nc(Nc2ccccc2)[nH]c(=O)c1CCC(C)C,-8,2,11,-17,-2,17,-10,1,33
O=C(NC(=O)N1CCCCC1)c1ccc(Cl)cc1,-1,-6,8,2,8,4,-9,0,11
Cc1nnc(SCC(=O)NCc2cccs2)[nH]c1=O,-4,-3,-26,3,11,2,-13,1,17
CCCn1c(SCC(=O)Nc2ccccc2Cl)n[nH]c1=O,0,-6,11,9,14,-7,4,2,-8
CCOC(=O)C1CCN(Cc2cnc(Oc3ccc(N)cc3)s2)CC1,-1,-1,2,-8,13,5,17,4,28
O=C(CCc1ccccc1)OCC(=O)c1ccc(Br)cc1,-3,-9,-17,2,25,-10,12,2,12
O=C(NC1CCCCC1)NC12CC3CC(CC(C3)C1)C2,-6,-1,-10,-8,19,-13,-2,-2,30
C=CCNCCCCOc1ccc(C)cc1[N+](=O)[O-],9,-4,1,0,10,-3,4,1,2
COc1ccc(N(CC(=O)N2CCc3ccccc3C2)S(C)(=O)=O)cc1OC,-2,-4,-14,-13,18,-3,-3,0,11
OCC1OC(n2cnc3c(NC4CCCC4)ncnc32)C(O)C1O (stereo not given),2,-6,9,-18,-5,-8,-2,-1,19
CCN(CC)CCCNC(=O)Cn1cnc2sc(C)c(S(=O)(=O)N3CCN(c4ncccn4)CC3)c2c1=O,-8,4,0,-6,-12,10,3,-1,15
ClC(CCN1CCN(Cc2ccccc2)CC1)c1ccccc1 (stereo not given),2,-4,6,-4,15,-22,3,-2,13
COc1cc(/C=C/C(=O)O)cc(S(=O)(=O)NC2CC2)c1OC,1,3,-3,1,18,-1,-4,-1,3
COCCN(C(=O)CSc1ncc(C(F)(F)F)cc1Cl)c1c(N)n(Cc2ccccc2)c(=O)[nH]c1=O,-4,-9,1,-24,14,3,-5,2,9
CN(C)CCCN(C(=O)COc1ccc(Cl)cc1)c1nc2c(F)cccc2s1,-1,-6,10,1,5,-19,8,1,2

Two entries from above, field by field:
Cc1cc2ncc(C(=O)N=CN(C)C)cn2n1
  SENP8 block-1: -8; HKDC1 inhibitor: -2; PfGluPho inh: -15; SENP6 inh: -8; SENP8 block-2: -2; Apaf-1 inh: -17; SENP7 block: -10; SENP1 FRET inh: 1; NALP3 yeast inh: -12
O=C(O)COc1ccccc1/C=C1\SC(=Nc2ccc(F)cc2)N(c2ccc(F)cc2)C1=O
  SENP8 block-1: 1; HKDC1 inhibitor: -9; PfGluPho inh: -5; SENP6 inh: -4; SENP8 block-2: 20; Apaf-1 inh: 6; SENP7 block: -2; SENP1 FRET inh: -1; NALP3 yeast inh: 8

Following part.
Compound,SENP8 block-1,HKDC1 inhibitor,PfGluPho inh,SENP6 inh,SENP8 block-2,Apaf-1 inh,SENP7 block,SENP1 FRET inh,NALP3 yeast inh
CC(=O)Nc1ccc(NC(=O)CSc2nnc(NC(=O)c3ccco3)s2)cc1,-8,-1,-44,-2,-26,-7,14,-1,6
CCN(CC)S(=O)(=O)c1cccc(-c2nnc(-c3ccc(C)cc3)o2)c1,3,-5,-7,3,1,11,10,0,3
CCC(C)NC(=O)c1cn(CC)c2ccc(S(=O)(=O)N3CCCCCC3)cc2c1=O (stereo not given),-12,1,-6,-7,24,17,-7,2,-4
COc1cccc(C(C(=O)NC2CCCC2)N(CC2CCCO2)C(=O)Cc2cccs2)c1 (stereo not given),0,7,-2,15,13,3,-8,2,6
CC(C)(C)NC(=O)CN(CCc1ccccc1)C(=O)c1csnn1,0,-8,-9,7,9,-5,4,1,7
CSCCC(NC(=O)c1ccccc1)C(=O)Nc1ccc(NC(C)=O)cc1 (stereo not given),5,·,·,-3,·,1,4,·,19
O=C1CCC(=O)N1c1ccc(S(=O)(=O)Nc2cccc([N+](=O)[O-])c2)cc1,4,3,-22,-2,9,13,5,0,11
O=C(NC1CCCC1)c1cccc(S(=O)(=O)N2CCCCC2)c1,11,-4,1,-7,19,-5,2,2,0
COc1ccc(C(=O)COc2ccc(C(C)=O)cc2OC)cc1OC,·,-3,4,·,15,·,·,2,·
C=CCn1c(=O)c(C(=O)Nc2cc(C)ccn2)c(O)c2ccccc21,-3,-3,-7,-5,-96,-6,-6,-1,-2
O=C(NNc1nc(Nc2ccccc2)nc(N2CCOCC2)n1)Nc1ccc(Cl)cc1,5,-8,-1,13,-2,28,2,0,-5
Cc1onc(-c2ccccc2Cl)c1C(=O)Nc1ccc(S(=O)(=O)NCC2CCCO2)cc1 (stereo not given),2,-3,-2,-14,4,-5,46,0,2

Source: PubChem BioAssay (Sanford-Burnham Center for Chemical Genomics)
